HTR1E antagonist = 5-HT1E receptor antagonists, primary screen, cell-based, HTS; hit rate 0.99% among 65,000; CHO 5-HT1E Ga15 NFAT-bla reporter, FRET, antagonist; 5-hydroxytryptamine receptor 1E (Homo sapiens), P28566; AID 571, 2007; inhibition, % at 6 µM;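 active = inhibition above a set limit, the mean inhibition across every tested compound plus 3 SD, cut at about 29% in these data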;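 note: signal is the 460 over 535 nm emission ratio of beta-lactamase substrate; 0% = agonist plus DMSO wells and 100% = wells without agonist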
S1P1 ag-PAM = S1P1 agonists and agonism potentiators, primary screen, cell-based, primary and confirmation screens, CRE-bla reporter. Sphingosine 1-phosphate receptor 1 (Homo sapiens), P21453. hit rate 0.57% among 56,000. S1P1 CRE-bla cells, forskolin, beta-lactamase FRET, potentiator mode; S1P1 agonist co-added at EC20, 2 nM; 100% = saturating reference agonist, 0% = basal. AID 449, 2006. activation, % at 9.5 µM;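 active = activation above a cutoff set at the mean activation of all tested compounds plus 3 SD, cut at about 54% in these data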;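 note: forskolin at 4 µM as EC80 and the EC20 agonist is SEW2871; 100% = SEW2871 at its EC100 plus forskolin at EC80; some compounds past the cut are filed as inactive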
Jurkat viability = cytotoxicity toward Jurkat T cells, primary screen, cytotoxicity control, cell-based, Jurkat E6.1, 60K MLSMR library. Jurkat E6.1 viability, ATP luminescence, 48 h. inhibition, % at 4 µM. hit rate 1.2% among 56,000. AID 463, 2006;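 active = inhibition above the mean inhibition of all tested compounds plus 3 SD, cut at about 28% in these data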
S1P3 agonist = human S1P3 receptor agonists, primary screen, cell-based, primary and confirmation, NFAT-BLA reporter | S1P3 NFAT-BLA reporter cells, agonism, FRET ratio; relative to 1 µM S1P, basal subtracted | activation, % at 4.5 µM | hit rate 0.1% among 60,000 | AID 373, 2006;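 active = activation above the screen-wide mean plus 3 SD, cut at about 4.5% in these data, passing the limit was not always enough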; note: some compounds called inactive have numbers as strong as hits
Target sequence (Q99500 whole entry, looked up): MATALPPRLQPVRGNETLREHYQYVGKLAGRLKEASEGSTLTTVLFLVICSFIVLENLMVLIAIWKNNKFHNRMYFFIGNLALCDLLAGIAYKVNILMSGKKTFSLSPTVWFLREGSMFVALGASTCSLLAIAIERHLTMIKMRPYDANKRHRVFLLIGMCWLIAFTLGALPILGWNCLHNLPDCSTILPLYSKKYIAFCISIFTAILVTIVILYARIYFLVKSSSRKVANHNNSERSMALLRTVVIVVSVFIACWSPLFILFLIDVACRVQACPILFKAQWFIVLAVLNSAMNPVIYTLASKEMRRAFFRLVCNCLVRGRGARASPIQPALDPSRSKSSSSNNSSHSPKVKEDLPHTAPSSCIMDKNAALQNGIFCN
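Assay system: stable CHO line with human S1P3, Gα16, NFAT-BLA reporter; Detection: FRET β-lactamase substrate fluorescence, excitation 405 nm, 460/535 nm emission ratio, background-subtracted; Read-out: percent activation versus median 1 µM S1P response, basal-subtracted, per plate; Incubation: cells plated overnight, compound 4 h 37 °C, substrate 2 h RT.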
HTR1A agonist = human 5-HT1a receptor agonists, primary screen, cell-based, CHO, Ga15 NFAT-bla reporter; hit rate 0.56% among 65,000; activation, % at 10 µM; CHO 5-HT1a Ga15 NFAT-bla reporter, FRET ratio; 0% basal, 100% maximal reference agonist; 5-hydroxytryptamine receptor 1A (Homo sapiens), P08908; AID 567, 2006;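 active = activation above the screen-wide mean activation plus 3 SD, cut at about 19% in these data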;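 note: 0% = DMSO wells and 100% = 5-CT at EC100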
Target sequence (P08908 whole entry, looked up): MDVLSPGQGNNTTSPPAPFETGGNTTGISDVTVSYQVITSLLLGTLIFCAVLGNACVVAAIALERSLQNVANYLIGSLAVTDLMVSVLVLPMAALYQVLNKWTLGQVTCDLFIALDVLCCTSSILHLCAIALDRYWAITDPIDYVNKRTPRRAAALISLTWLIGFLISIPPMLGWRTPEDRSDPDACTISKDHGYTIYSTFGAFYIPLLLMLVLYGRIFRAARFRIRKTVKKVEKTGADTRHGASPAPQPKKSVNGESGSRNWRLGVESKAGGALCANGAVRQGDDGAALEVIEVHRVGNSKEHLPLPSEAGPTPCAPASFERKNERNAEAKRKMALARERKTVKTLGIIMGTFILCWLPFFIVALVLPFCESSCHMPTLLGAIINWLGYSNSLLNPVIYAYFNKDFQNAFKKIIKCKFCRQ
HEK293 NFkB inh = inhibitors of PMA/ionomycin-induced NF-kB reporter, primary screen, antigen receptor NF-kB inhibitor project, cell-based, HEK-293 luciferase reporter, luminescence | HEK-293 NF-kB luciferase reporter | inhibition, % at 3 µM | hit rate 0.21% among 62,000 | AID 465, 2006;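 active = inhibition above the mean of all tested compounds plus 3 SD, cut at about 40% in these data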;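 note: 0% = stimulated DMSO wells and 100% = 10 µM reference inhibitor 5653914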
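Material: HEK-293 cells with stable firefly luciferase reporter driven by four HIV NF-kB elements / Also added: PMA plus ionomycin mix as NF-kB-activating stimulus / Compound dosing: 3 µM once, 0.30% DMSO / Times: 1 h pretreatment, 16 h stimulation, 37 °C / Signal: luminescence / Evaluation: per-plate % inhibition versus controls / Benchmarks: DMSO and 10 µM reference inhibitor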
D1 mod = D1 CRE-luciferase signal change, two-sided – cell-based, HEK293 D1, dopamine EC30, D1 allosteric modulator project, primary screen | D(1A) dopamine receptor (Homo sapiens), P21728 | dopamine EC30 potentiation; actives deviate in either direction | B-score at 10 µM | hit rate 5.9% among 58,000 | AID 641, 2007;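 active = luminescence count or its row- and column-corrected plate score outside the 99.7% band of the plate's sample wells, on either side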
HTR1E agonist = 5-HT1E receptor agonists, primary screen, cell-based, HTS. 5-hydroxytryptamine receptor 1E (Homo sapiens), P28566. CHO 5-HT1E Ga15 NFAT-bla reporter, FRET; 0% DMSO wells, 100% control agonist wells. activation, % at 6 µM. hit rate 0.69% among 65,000;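 active = activation above a set limit, the screen-wide mean activation plus 3 SD, cut at about 8.5% in these data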;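 note: 100% = positive control agonist at 1 µM giving full maximal response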
5HT1a antag = human 5-HT1a receptor antagonists, primary screen, cell-based, CHO, Ga15 NFAT-bla reporter; hit rate 0.68% among 62,000; CHO 5-HT1a Ga15 NFAT-bla reporter, antagonist mode; inhibition, % at 10 µM;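 active = inhibition above the mean of all tested compounds plus 3 SD, cut at about 43% in these data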;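 note: receptor stimulated by 5-CT agonist at 100 nM near EC80; beta-lactamase reporter measured by ratiometric fluorescence of a cleavable substrate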
Active calls of the source: *; nt = not tested or not shown.

Results follow in this order: D1 mod | HTR1E agonist | S1P3 agonist | HTR1A agonist | 5HT1a antag | HEK293 NFkB inh | Jurkat viability | HTR1E antagonist | S1P1 ag-PAM
CN1CCN(C(c2ccc(F)cc2)c2nnnn2Cc2cccs2)CC1 (stereo not drawn)
→ -0.6 | -1.5 | 0.8 | 1.2 | -7 | 0 | -1 | -6 | -10
O=C(O)Cn1nc(-c2ccc(F)cc2)oc1=O
→ -0.74 | 0.6 | 0.3 | -0.8 | -4 | 2 | -1 | -6 | -10
N#CC1=C(N)C(C#N)(C#N)C(c2cccnc2)C2CCCC=C12 (stereo not drawn)
→ -1.2 | -0.9 | 0.1 | -0.2 | 4 | 0 | -4 | 7 | 12
O=C(CCC1CCCC1)NCc1ccccn1
→ -1.1 | -0.1 | -0.1 | -1.5 | 0 | 17 | 3 | -3 | -12
Cn1c(OCc2ccco2)nc2c1c(=O)n(Cc1ccc(Cl)c(Cl)c1)c(=O)n2C
→ nt | 0.1 | -1.0 | -1.6 | nt | nt | nt | 5 | 7
Cc1csc(SCCn2c(Br)nc3c2c(=O)[nH]c(=O)n3C)n1
→ nt | 0.2 | -2.4 | 1.6 | nt | nt | nt | -10 | -11
CCC(C)c1ccc(O)c(NC(=O)c2ncn[nH]2)c1 (stereo not drawn)
→ 0.18 | 0.1 | -1.3 | 1.1 | -4 | 8 | -4 | -4 | nt
O=C(O)c1ccc(N2CCCCC2)cc1
→ -0.066 | -0.9 | 0.8 | -0.2 | -1 | 3 | -13 | -5 | -21
COc1ccc(N2CC(C)Cn3c2nc2c3c(=O)n(CCc3ccccc3)c(=O)n2C)cc1 (stereo not drawn)
→ -1.5 | 12* | -1.0 | 2.0 | -4 | 21 | 0 | 13 | -4
COc1ccc(-c2ccc(-c3nnn(CC(=O)N4CCOCC4)n3)cc2)cc1
→ -1.5 | -0.6 | 0.3 | -1.5 | 1 | -14 | -10 | 14 | 4
COc1ccc(NS(=O)(=O)c2c(C)n(C)c(=O)n(C)c2=O)cc1OC
→ 0.42 | 0.2 | 0.3 | -1.8 | -6 | 7 | 0 | 10 | 13
CCOC(=O)N1CCC(NC(=O)c2ccc(CS(=O)(=O)c3c(Cl)cccc3Cl)o2)CC1
→ -1.5 | 1.8 | 0.6 | -0.3 | -3 | 16 | -1 | -3 | 5
COC(=O)C(CCCCN1C(=O)C2C3C=CC(C3)C2C1=O)N1C(=O)C2C3C=CC(C3)C2C1=O (stereo not drawn)
→ -0.63 | 0.3 | -1.2 | -3.0 | -1 | 13 | -5 | 0 | -1
Cc1ccc(-c2nc(C(=O)NC3CCCCCC3)no2)cc1
→ -0.13 | -0.2 | -1.3 | -4.6 | 14 | 9 | -2 | 1 | 24
N#CCSc1nnc(CNc2cccc(Cl)c2)o1
→ 4* | -0.4 | -0.4 | -2.2 | -1 | 22 | 0 | -5 | 8
COCCSc1ccccc1C(=O)Nc1nncs1
→ 0.043 | 0.3 | -0.8 | -2.2 | 1 | 22 | 4 | -5 | -4
COc1ccccc1C1/C(=C(/O)c2ccc(C)cc2)C(=O)C(=O)N1CCN1CCOCC1 (stereo not drawn)
→ nt | -0.9 | -6.6 | 0.4 | nt | nt | nt | 4 | 17
O=C(NCc1ccco1)C(c1ccccc1F)N(Cc1cccnc1)C(=O)Cn1nnc2ccccc21 (stereo not drawn)
→ -0.49 | -0.1 | -0.7 | 1.2 | 9 | 22 | 3 | 0 | -1
Cc1nn(Cc2ccccc2Cl)c(C)c1NC(=O)C1C2CCC(O2)C1C(=O)O (stereo not drawn)
→ 0.67 | -1.7 | -1.0 | -0.4 | 1 | 19 | 6 | 9 | 14
Cn1c(=O)n(Cc2ccccc2)c(=O)c2c1nc(NCC1CCCO1)n2Cc1ccccc1 (stereo not drawn)
→ 0.95 | -0.6 | -3.3 | 1.7 | nt | nt | nt | 1 | 2
CC(C)Cc1nc2n[nH]c(N)c2c2c1CCC2
→ nt | 0.1 | -5.6 | 2.4 | nt | nt | nt | -4 | -1
O=C(COc1nnc2ccccn12)N1CCN(S(=O)(=O)c2ccccc2)CC1
→ 0.33 | 0.0 | -0.9 | -0.9 | 6 | 8 | 3 | -4 | 11
COc1ccc(CCNC(=O)CSc2nc3c(c(=O)n(C)c(=O)n3C)n2C(C)C)cc1OC
→ -0.53 | 0.4 | -1.1 | 0.1 | 0 | -4 | -4 | -6 | 0
CC1CCCC(C)N1CC(O)COc1ccc(Cl)cc1 (stereo not drawn)
→ -0.52 | 1.6 | -1.9 | 0.6 | 2 | 8 | -1 | 0 | 2
COc1ccccc1N(CC(=O)NCCc1ccccc1)S(C)(=O)=O
→ -0.35 | 0.8 | -1.3 | -1.2 | 1 | 20 | -1 | 9 | -4
CCOC(=O)c1c(C)[nH]c(C(=O)COC(=O)c2cn(CC)c3nc(C)ccc3c2=O)c1C
→ nt | 0.9 | -0.7 | 0.0 | -8 | 25 | 5 | -5 | 1
COC(=O)Sc1nnc(-c2ccc(Br)cc2)o1
→ -0.73 | -1.3 | 0.2 | -5.7 | 8 | -1 | 1 | 18 | 6
Cn1c(Cn2c(=O)sc3ccccc32)nnc1SCC(=O)NCc1ccccc1
→ -0.19 | -0.6 | -1.3 | -0.4 | -2 | 22 | 2 | -13 | -8
CCC(Sc1nc(=O)cc(N)n1-c1cccc(C)c1)C(=O)Nc1cc(C)on1 (stereo not drawn)
→ -1.1 | 0.1 | -0.2 | -0.8 | 9 | 14 | -7 | 4 | -2
CC1CCCCC12NC(=O)N(CC(=O)NCCc1ccccn1)C2=O (stereo not drawn)
→ 0.42 | -0.5 | -0.9 | -1.1 | -13 | 17 | 5 | -7 | 9

The list goes on; it opens with the 2 that closed the last part.
Results follow in this order: D1 mod | HTR1E agonist | S1P3 agonist | HTR1A agonist | 5HT1a antag | HEK293 NFkB inh | Jurkat viability | HTR1E antagonist | S1P1 ag-PAM
CCC(Sc1nc(=O)cc(N)n1-c1cccc(C)c1)C(=O)Nc1cc(C)on1 (stereo not drawn)
→ -1.1 | 0.1 | -0.2 | -0.8 | 9 | 14 | -7 | 4 | -2
CC1CCCCC12NC(=O)N(CC(=O)NCCc1ccccn1)C2=O (stereo not drawn)
→ 0.42 | -0.5 | -0.9 | -1.1 | -13 | 17 | 5 | -7 | 9
CCOC(=O)c1c(C)c(C(=O)NCCCN2CCCC2=O)c(C)n1CC
→ -0.73 | -0.7 | -1.0 | -2.0 | -7 | 7 | -3 | -9 | -10
COc1ccc(OC)c(-n2c(SCC(N)=O)nnc2-c2c[nH]c3ccccc23)c1
→ -0.45 | -0.8 | -0.7 | 0.4 | -1 | 6 | 2 | 2 | 12
CCCOc1ccc(N2C(=O)C3ON(c4ccccc4)C(c4ccc(O)c(OC)c4)C3C2=O)cc1 (stereo not drawn)
→ 0.44 | -0.8 | -2.7 | -0.7 | nt | nt | nt | 13 | -18
COc1ccc(Cl)cc1NC(=O)CN1C(=O)CCS(=O)(=O)c2ccccc21
→ nt | 0.9 | nt | 1.3 | -14 | -1 | nt | -11 | nt
COc1cccc(OC)c1Oc1ccc(C(F)(F)F)cn1
→ -0.31 | -0.7 | -0.2 | 0.0 | -14 | -2 | -6 | -2 | -2
CC(=O)N1CCc2cc(S(=O)(=O)NC(C(=O)Nc3ccc4c(c3)OCCO4)C(C)C)ccc21 (stereo not drawn)
→ -0.074 | 0.5 | -0.4 | -4.4 | -8 | 16 | -3 | -16 | 10
Cc1ccc(S(=O)(=O)NCC(=O)NC2CCCCCC2)cc1
→ -1.1 | 0.0 | -0.9 | -1.2 | -5 | 6 | 6 | -7 | -2
NC(=O)c1ccc(N2CCCCC2)c(N2C(=O)CCC2=O)c1
→ -1.1 | 0.3 | -0.7 | 0.7 | -6 | 6 | -1 | -7 | -20
Cn1nnnc1SCCNC/C=C/c1ccccc1
→ -0.041 | -0.1 | 0.2 | -3.9 | 4 | 14 | 4 | -6 | -21
N#CC1=C(N)C2=C(N3CCCCC3)CCCC2C1(C#N)C#N (stereo not drawn)
→ 0.12 | 1.2 | -0.8 | -2.7 | -10 | 0 | -2 | -8 | -5
CCC(C)C(=O)Nc1cc(OC)c(OC)cc1C(=O)O (stereo not drawn)
→ nt | 0.6 | -1.2 | 0.1 | -4 | 10 | 0 | -6 | 10
O=C(Cn1nnc(-c2ccncc2)n1)N(C1CCCCC1)C1CCCCC1
→ -0.089 | 5.4 | -1.1 | 0.2 | 7 | 7 | -2 | 11 | 15
CCOC(=O)c1ccc(NC(=O)c2ccc(CN3CCOCC3)cc2)cc1
→ -1.4 | -0.1 | -0.8 | -0.8 | -8 | 31 | 53* | 0 | nt
O=c1cc(Nc2ccc3c(c2)OCCO3)[nH]c(=O)n1-c1ccc(Br)cc1
→ nt | -1.3 | nt | 6.4 | 2 | 14 | nt | 4 | nt
O=C(NCCCN1CCOCC1)c1csc2c1CCCC2
→ -0.67 | -0.6 | -0.9 | -4.5 | -16 | 13 | 5 | 1 | -6
CC1Oc2ccccc2N(CC(=O)Nc2ccc3c(c2)OCO3)C1=O (stereo not drawn)
→ 0.71 | -0.8 | -0.2 | -1.2 | -5 | 14 | 0 | 7 | 9
CCOc1cc(N2CCOCC2)c(OCC)cc1NC(=O)CN1CCc2ccccc2C1
→ 1.4 | 0.2 | nt | 1.6 | 1 | 6 | nt | -10 | nt
CC1CCCN(C(=O)CSc2nnc3n(C4CCCC4)c(=O)c4ccccc4n23)C1 (stereo not drawn)
→ 1.1 | 0.1 | -0.3 | 1.8 | -9 | 11 | 0 | 8 | -6
CN1CCN(C2=C(Cl)C(=O)N(C3CCCCC3)C2=O)CC1
→ 3.3 | 39* | -0.6 | 3.9 | 12 | 8 | 3 | 28 | 15
CSc1nc2sc3c(c2c(=O)n1C)CCCC3
→ 0.0093 | 0.0 | -1.1 | -0.6 | -2 | 3 | 13 | 13 | -34
CC(=O)NC(CCS(C)(=O)=O)C(=O)Nc1cccc(C)c1 (stereo not drawn)
→ -0.52 | 0.2 | -0.4 | -0.8 | -3 | 14 | -9 | 0 | -14
COc1ccc(-n2c(Cc3cccn3C)nnc2SCC(=O)Nc2ccccc2F)cc1
→ 0.0094 | 0.6 | -1.0 | -2.4 | 1 | 0 | 2 | -11 | 16
CCOc1ccccc1CNC(=O)c1cc2occc2n1C
→ -0.85 | -0.3 | -0.9 | 0.4 | 3 | 13 | -1 | 0 | -13
